Efa HMGR inh – inhibitors of class II HMG-CoA reductase from Enterococcus faecalis; AID 1066; inhibition, % at 10 µM; purified E. faecalis HMGR, NADPH absorbance 340 nm kinetic; actives 0.41% (n = 190,000);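 active = inhibition above a set limit, the median over all tested compounds plus 3 SD, cut at about 9.5% in these data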;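 also: enzyme runs in reverse so mevalonate oxidation gives rising NADPH absorbance; 0% = complete reaction with DMSO and 100% = background rate lacking mevalonate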
Diaphorase inh – counter-screen for diaphorase-based assays: diaphorase inhibitors and chemical oxidizers; diaphorase resazurin-to-resorufin fluorescence, NADH, 16 min; bacterial (C. kluyveri) enzyme, not human; inhibition, % at 20 µM; actives 0.69% (n = 190,000); AID 1217;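 active = primary screen inhibition at 20 µM above a set limit, cut at about 50% in these data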;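 also: plate controls were DMSO with full reaction for no effect and wells lacking NADH for full effect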
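Assay system: diaphorase enzyme from Clostridium kluyveri; Input: enzyme working solution with 0.14 U/mL diaphorase; Timing: 16 min at room temperature; Technique: resorufin fluorescence, excitation 544 nm, emission 590 nm; Benchmarks: positive control minus NADH, DMSO neutral control.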
FLuc stim CS – firefly luciferase counter-screen for stimulation assays; 200,000 tested, under 10 active; P08659; activation factor at 10 µM; AID 1027; ATPlite luciferase biochemical, luminescence, 10 min; 0 = ATP-free wells, 1 = DMSO control;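 active = luciferase activation factor, scaled between plate controls, of at least 2 with compound at 10 µM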
Target sequence (P08659 whole entry, looked up): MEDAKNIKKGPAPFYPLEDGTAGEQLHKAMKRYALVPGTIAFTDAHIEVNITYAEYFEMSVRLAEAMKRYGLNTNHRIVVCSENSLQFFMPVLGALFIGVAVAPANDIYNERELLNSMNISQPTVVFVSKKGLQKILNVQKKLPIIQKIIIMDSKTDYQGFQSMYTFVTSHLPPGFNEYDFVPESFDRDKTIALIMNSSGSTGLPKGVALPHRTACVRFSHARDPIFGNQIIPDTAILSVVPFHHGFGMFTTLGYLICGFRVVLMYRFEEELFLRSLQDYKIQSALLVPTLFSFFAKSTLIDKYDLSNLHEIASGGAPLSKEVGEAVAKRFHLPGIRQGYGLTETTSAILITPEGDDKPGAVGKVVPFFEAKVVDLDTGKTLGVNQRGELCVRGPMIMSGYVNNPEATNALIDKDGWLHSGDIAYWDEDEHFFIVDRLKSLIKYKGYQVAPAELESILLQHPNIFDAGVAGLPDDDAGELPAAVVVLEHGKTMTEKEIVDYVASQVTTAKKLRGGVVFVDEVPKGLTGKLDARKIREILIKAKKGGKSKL
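System: Luciferase/luciferin detection reagent, cell-free biochemical luciferase assay | Medium: PBS buffer for ATP | Dosing: Test compounds dosed from 2 mM stocks in 100% DMSO | Timing: 10 min at ambient temperature | Signal: Luminescence measurement of luciferase light output | Evaluation: Luciferase activation, seen as luminescence increase over controls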
TNAP inh noacc – inhibitors of human TNAP without phosphate acceptor | AID 1012 | P05186 | actives 0.26% (n = 200,000) | purified TNAP, CDP-star luminescence, 30 min | inhibition, % at 20 µM;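 active = tissue-nonspecific alkaline phosphatase inhibition above about 50% at 20 µM in the single-dose screen, limit read from the data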;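 also: 0% = DMSO negative control and 100% = EDTA positive control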
PMI act satM6P – activators of human phosphomannose isomerase at near-saturating mannose 6-phosphate | activation factor at 20 µM | actives 0.34% (n = 190,000) | coupled PMI enzyme assay, resazurin fluorescence, 20 min; stronger effect = higher value; 1 = untreated enzyme, 0 = substrate-free blank | AID 1216 | P34949;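 active = activation factor of 2 or more at 20 µM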
Target sequence (P34949 whole entry, looked up): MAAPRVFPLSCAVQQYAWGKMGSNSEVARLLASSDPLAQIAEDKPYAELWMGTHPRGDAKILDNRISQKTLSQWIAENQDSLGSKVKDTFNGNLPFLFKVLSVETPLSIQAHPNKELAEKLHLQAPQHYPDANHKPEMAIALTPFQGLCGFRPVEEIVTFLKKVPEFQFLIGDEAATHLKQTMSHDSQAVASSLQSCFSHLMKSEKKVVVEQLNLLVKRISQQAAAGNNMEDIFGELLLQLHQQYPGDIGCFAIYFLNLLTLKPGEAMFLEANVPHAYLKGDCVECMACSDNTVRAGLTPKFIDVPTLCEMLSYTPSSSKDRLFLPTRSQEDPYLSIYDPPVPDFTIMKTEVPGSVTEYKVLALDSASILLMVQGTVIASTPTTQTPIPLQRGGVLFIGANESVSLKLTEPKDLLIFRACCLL
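Test system – human PMI in coupled enzyme assay · Timing – 20 min incubation at room temperature · Detection – Diaphorase-driven resazurin-to-resorufin fluorescence, excitation 544, emission 590 nm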
TNAP inh hiacc – TNAP (human) inhibition, high acceptor | actives 0.03% (n = 200,000) | P05186 | purified TNAP, CDP-star luminescence, 1 M DEA | inhibition, % at 20 µM;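 active = over 50% inhibition of tissue-nonspecific alkaline phosphatase at 20 µM in the single-dose screen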;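 also: plate controls were DMSO wells for no effect and EDTA-quenched wells as full inhibition for full effect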
PMI activator – activators of human phosphomannose isomerase; P34949; activation factor at 20 µM; purified human PMI, coupled resazurin fluorescence, 20 min; stronger effect = higher value; 1 = vehicle control, 0 substrate-free wells; actives 0.005% (n = 190,000);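 active = activation factor of 2 or more at 20 µM, relative to plate controls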
TNAP act hi DEA – TNAP (human) activation, high acceptor; purified TNAP, CDP-star luminescence, 1 M DEA, 30 min; stronger effect = higher value; 0 = EDTA background, 1 = DMSO-only activity; activation factor at 20 µM; 200,000 tested, under 10 active; AID 1136;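 active = activation factor at least 2 at 20 µM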
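Test system – human TNAP · Doses – 20 µM single point · Incubation – 30 min, room temperature · Signal – luminescent substrate turnover signal · Read-out basis – activation factor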
G6PDH CS – counter-screen for G6PDH assay hits: L. mesenteroides G6PDH inhibition | Purified L. mesenteroides G6PDH, diaphorase/resazurin coupled fluorescence, 45 min | inhibition, % at 5 µM | actives 0.12% (n = 200,000); in the data active = inhibition above about 50%
Diaphorase act – counter-screen for diaphorase-based assays: diaphorase activators and chemical reducers. Diaphorase/resazurin coupled assay, resorufin fluorescence, 16 min; stronger effect = higher value; 1 = vehicle wells, 0 = NADH-free wells. activation factor at 20 µM. actives 0.005% (n = 190,000). AID 1229;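 active = diaphorase activity raised at least twofold by the compound at 20 µM; inactive = activation factor below 2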
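Test system: Clostridium kluyveri diaphorase, purified enzyme; input: enzyme 0.07 U/mL final; buffer or medium: 50 mM HEPES pH 7.4 with 4.542 mM MgCl2, 0.005% Tween 20; also added: 0.114 mM NADH and 0.1 mM resazurin, final amounts; schedule: 16 min enzyme reaction, ambient temperature; technique: fluorescence of resorufin, 544 nm excitation, 590 nm emission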
* = called active by the depositor; . = no result given.

SMILES	Efa HMGR inh	Diaphorase inh	FLuc stim CS	TNAP inh noacc	PMI act satM6P	TNAP inh hiacc	PMI activator	TNAP act hi DEA	G6PDH CS	Diaphorase act
Cc1cc2cc(C#N)c(NCCNC(=S)NCCCN3CCOCC3)nc2cc1C	-9	11	1.1	-7	1	0	1.1	1	-17	0.9
NS(=O)(=O)c1cccc(NC(=O)COC(=O)COc2ccc3ccccc3c2)c1	0	-2	1	-4	1	2	1.2	1	-8	1
CCN=C1SC(CC(=O)Nc2sc3c(c2C#N)CCCC3)C(=O)N1CC (configuration not stated)	2	10	1.1	4	1	2	1	1	21	0.9
N#Cc1nc(COc2ccccc2Cl)oc1NCc1ccc(F)cc1	-1	26	1.1	-10	0.9	-4	0.9	1	0	0.7
CCCCCOC(=O)CSc1nc2c(c(=O)[nH]c(=O)n2C)n1Cc1ccc(Cl)cc1	-7	-6	1.1	-2	1	-1	0.9	1	-18	1.1
O=[N+]([O-])c1cc([N+](=O)[O-])c(N2CCOCC2)cc1NCc1ccccc1	-3	24	1.1	-5	0.9	0	0.8	1	-20	0.8
CC(Nc1cc(N2CCN(S(=O)(=O)N(C)C)CC2)ccc1[N+](=O)[O-])c1ccccc1 (configuration not stated)	-5	21	1	10	0.7	13	0.8	0.9	14	0.8
Oc1ccc(Nc2ncnc3scc(-c4ccccc4)c23)cc1	5	-5	1.1	-19	1.1	0	1	1	-14	1
CCN(CC)C(=O)CSc1nc2[nH]ncc2c(=O)[nH]1	3	5	1	-10	1	-4	1.1	1	0	1
Cc1ccc(CSc2nnc3nc(C)cc(C)n23)cc1	-5	3	1	-8	1	-2	1	1	-7	1
CC(C)(C)OC(=O)N[C@@H](Cc1ccccc1)C(=O)N1CCC(C(=O)O)CC1	2	12	1.1	-13	1	-5	1	1	1	0.9
NC(=NC(=O)c1ccccc1)C1=C(O)CCC1=O	-8	-15	1	5	1	-6	1.1	1.1	8	1.1
CSc1nc2ccc(NC(=O)c3cc4ccccc4o3)cc2s1	0	8	0.7	-15	1	-1	1	1	-45	0.9
CCCCC(=O)Nc1nnc(C2=COCCO2)o1	18*	8	1.1	-11	1.1	-7	1.1	1.1	1	0.9
Cn1ccnc1Sc1ccccc1[N+](=O)[O-]	-3	7	1	-10	1	-2	1	1	1	0.9
CCC/C(=N\NC(=O)c1csc(C)c1C)c1cccs1	-5	7	0.6	-9	1	-4	1	1	0	0.9
COc1ccc([N+](=O)[O-])cc1NC(=O)c1ccc(Br)s1	0	-9	1	-14	1	-4	0.9	1	-1	1.1
COc1cc(OC)cc(C(=O)NCC(=O)N2CCCCC2)c1	-6	14	1	-13	1	-4	1	1	-2	0.9
O=c1[nH]c2ccccc2nc1/C=C/c1ccc(Cl)cc1	-5	6	0.3	1	1.1	-3	1.3	1	0	0.9
CCC(C(=O)NN1C(=O)c2ccccc2C1=O)c1ccccc1 (configuration not stated)	-5	4	1	0	0.9	-2	0.9	1	12	1
CC(=O)Oc1c(Cl)c(N2CCOCC2)c(OC(C)=O)c2ccccc12	-1	15	1.1	-12	0.9	-4	0.8	1	-1	0.9
O=C(CC1SC(N2CCOCC2)=NC1=O)Nc1cc([N+](=O)[O-])ccc1Cl (configuration not stated)	0	3	1.1	-8	1	-1	1.1	1	1	1
C=CCN(C(=O)Nc1ccc(F)cc1)C1CC(=O)N(c2ccc(OC)cc2)C1=O (configuration not stated)	-3	9	1.1	-9	0.9	-2	0.8	1	-8	0.9
OC1(c2cccc(C(F)(F)F)c2)CCN(Cc2nnnn2Cc2ccccc2)CC1	-5	7	1.1	-9	1	-9	0.9	1.1	7	0.9
FC(F)(F)c1cccc(/C=N/NC(=S)NC2CCCCC2)c1	-3	7	1.1	-9	1	-4	1.1	1	7	0.9
COc1ccc(CNC(=O)CSCc2cnn(-c3ccccc3)c2-n2cccc2)cc1	-3	6	1.1	4	1	-7	1	1.1	19	0.9
CN(C)c1ccc(C(=O)Nc2nc3c(s2)CCCC3)cc1	-8	21	0.4	2	0.9	3	0.9	1	-44	0.8
CCOCCCNC(=O)C(c1ccccc1)N(Cc1cccs1)C(=O)CNC(C)=O (configuration not stated)	3	4	1	-39	1	4	0.9	1	1	1
O=C(Cn1c(=O)n(CCc2c[nH]c3ccccc23)c(=O)c2cccnc21)Nc1ccccc1F	-2	14	1.1	-9	1	-4	0.9	1	7	0.9
COc1ccccc1NC(=O)Cn1nc(-c2ccncc2)nc1SCC(=O)NC1CCCC1	0	-1	1	-9	1	-3	1	1	8	1
Cc1cc(C(=O)OCC(=O)N2CCOCC2)ccc1[N+](=O)[O-]	-4	18	1	3	1	0	1.1	1	3	0.8
S=c1[nH]nc(Cc2cccs2)n1-c1ccccc1Cl	0	22	0.9	12	1	-6	0.7	1.1	14	0.8
CCOC(=O)c1oc2cccc(O)c2c1CN1CCOCC1	-2	30	1	-8	1.1	-5	1	1.1	-1	0.7
CCN(C(=O)COC(=O)c1cc(-c2ccc(C)o2)nc2ccccc12)C1CCS(=O)(=O)C1 (configuration not stated)	-10	10	0.8	-20	1.4	-2	1.2	1	-1	0.9
CCOCCCNC(=O)C(c1ccc(Cl)cc1)N1CCC2(CC1)OCCO2 (configuration not stated)	-2	7	1.1	-15	1.1	-6	1	1.1	-6	0.9
O=C(Nc1ccc(F)cc1)c1ccc(Cn2cnnn2)cc1	-6	7	1	-17	1	-5	1.1	1.1	2	0.9
O=C(O/N=C\c1ccc(N2CCCCC2)c([N+](=O)[O-])c1)c1c(F)cccc1F	-4	12	1	2	1	4	0.9	1	4	0.9
COc1ccccc1C(=O)NC(CCSC)C(=O)OCC(=O)c1ccc[nH]1 (configuration not stated)	-3	11	1	-29	1.1	-4	1	1	-18	0.9
c1ccc2c(Nc3nc4c(s3)CCCC4)cccc2c1	.	10	0.9	-13	0.8	-4	0.7	1	2	0.9
CC(C)(C)c1nn2cnnc2n(/N=C/c2ccc(O)cc2)c1=O	-3	15	1.1	0	1	2	1	1	0	0.8
Cc1noc(C)c1C(=O)NCc1ccco1	-6	16	1	-9	0.9	-1	0.9	1	-19	0.8
C=CCSc1nnc(COc2ccc(=O)n(-c3ccccc3)n2)n1CC	0	9	1.1	-4	1.1	-6	1.1	1.1	4	0.9
COC(=O)CSc1nnc(CNC(=O)c2cccc(C)c2)n1-c1ccccc1OC	-8	11	1	-14	1	1	1	1	7	0.9
O=C(Nc1ccc(F)cc1)C1CCN(c2nnnn2-c2ccccc2)CC1	1	-5	1	-8	1.1	-1	1.1	1	7	1.1
COc1ccc(CSCC(=O)NN=C2CCN(C)CC2)cc1	-7	19	1.1	-11	0.9	-4	0.9	1	0	0.8

Retrieved one by one from above, two records:
SMILES	Efa HMGR inh	Diaphorase inh	FLuc stim CS	TNAP inh noacc	PMI act satM6P	TNAP inh hiacc	PMI activator	TNAP act hi DEA	G6PDH CS	Diaphorase act
S=c1[nH]nc(Cc2cccs2)n1-c1ccccc1Cl	0	22	0.9	12	1	-6	0.7	1.1	14	0.8
CC(C)(C)c1nn2cnnc2n(/N=C/c2ccc(O)cc2)c1=O	-3	15	1.1	0	1	2	1	1	0	0.8

The listing picks up; the 2 compounds before the break are reprinted first.
SMILES	Efa HMGR inh	Diaphorase inh	FLuc stim CS	TNAP inh noacc	PMI act satM6P	TNAP inh hiacc	PMI activator	TNAP act hi DEA	G6PDH CS	Diaphorase act
O=C(Nc1ccc(F)cc1)C1CCN(c2nnnn2-c2ccccc2)CC1	1	-5	1	-8	1.1	-1	1.1	1	7	1.1
COc1ccc(CSCC(=O)NN=C2CCN(C)CC2)cc1	-7	19	1.1	-11	0.9	-4	0.9	1	0	0.8
Cc1ccccc1NS(=O)(=O)c1ccc(C2CNC(=O)C2)cc1 (configuration not stated)	3	6	1	-7	0.9	-3	0.9	1	35	0.9
CCc1nn2c(=O)cc(N3CCN(c4cc(C)nc5ccccc45)CC3)nc2s1	-3	8	1.1	-22	0.9	-5	1	1.1	-25	0.9
CC(C)c1nc(-c2ccccc2)c(-c2ccccc2)[nH]1	2	7	1	-14	1	-2	1	1	-1	0.9
COc1ccc(/C=C2/N=C(SCC(=O)Nc3cc(C)on3)N(c3ccccc3)C2=O)cc1	2	5	1	-14	1.1	0	1	1	-14	0.9
Cc1cc(C)c2c(c1)/C(=N/NS(=O)(=O)c1ccc(Br)cc1)CCC2	0	-4	1	-12	1	-3	1.1	1	0	1
CCCC(=O)Nc1cc(C)c(NC(=O)c2ccccn2)cn1	-4	0	1	-3	1	-3	1	1	6	1
CC1CCCC(C)N1C(=O)CN1CCN(c2nc(-c3ccc(F)cc3)cs2)CC1 (configuration not stated)	3	22	1.1	-8	0.8	-1	0.8	1	5	0.8
Fc1cccc(CN2CCN(c3nc4nonc4nc3NC3CC3)CC2)c1	-2	2	1	-8	0.8	-5	0.8	1	15	1
Cn1cnnc1SCC(=O)c1cc2ccccc2oc1=O	-1	26	1.1	-2	1.7	-2	1.3	1	-5	0.7
O=C(O)c1cccc(Cn2cc(Br)cn2)c1	1	16	1	0	0.9	-2	0.9	1	0	0.8
O=C(OCC(=O)N1CCCC1=O)C1COc2ccccc2O1 (configuration not stated)	-7	5	1	-9	1.1	-5	1.1	1	4	1

Entries of single compounds as entered above. Order of values: Efa HMGR inh | Diaphorase inh | FLuc stim CS | TNAP inh noacc | PMI act satM6P | TNAP inh hiacc | PMI activator | TNAP act hi DEA | G6PDH CS | Diaphorase act
O=C(Nc1ccc(F)cc1)C1CCN(c2nnnn2-c2ccccc2)CC1 is listed with 1 | -5 | 1 | -8 | 1.1 | -1 | 1.1 | 1 | 7 | 1.1
Cc1ccc(CSc2nnc3nc(C)cc(C)n23)cc1 is listed with -5 | 3 | 1 | -8 | 1 | -2 | 1 | 1 | -7 | 1

For reference, some entries already given:
SMILES	Efa HMGR inh	Diaphorase inh	FLuc stim CS	TNAP inh noacc	PMI act satM6P	TNAP inh hiacc	PMI activator	TNAP act hi DEA	G6PDH CS	Diaphorase act
Cc1ccccc1NS(=O)(=O)c1ccc(C2CNC(=O)C2)cc1 (configuration not stated)	3	6	1	-7	0.9	-3	0.9	1	35	0.9
CCc1nn2c(=O)cc(N3CCN(c4cc(C)nc5ccccc45)CC3)nc2s1	-3	8	1.1	-22	0.9	-5	1	1.1	-25	0.9
CC(C)c1nc(-c2ccccc2)c(-c2ccccc2)[nH]1	2	7	1	-14	1	-2	1	1	-1	0.9

Compound activity deposited in PubChem BioAssay by several laboratories.
